MEKK3 PB1 HTS: modulators of MEKK3-MEK5 PB1 binding, primary screen, biochemical, wildtype MEKK3, multiplex bead flow cytometry, Alexa488-MEK5 | Mitogen-activated protein kinase kinase kinase 3 (Homo sapiens), Q99759 | bead-based flow cytometry, Alexa488-MEK5 binding to MEKK3; actives lie on both sides; 0 = blocked by unlabeled MEK5, 100 = vehicle | binding response (% of control), % at 10 µM | actives 1.4% (n = 290,000) | AID 1529, 2009;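 active = binding response more than 3 SD above or below the average of its plate-row segment, actives on both sides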;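 note: Alexa488 bead fluorescence after subtracting the streptavidin-only scavenger bead signal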
VIM-2 inh: VIM-2 metallo-beta-lactamase inhibitors, primary screen, biochemical, epi-absorbance readout, Pseudomonas aeruginosa enzyme; purified VIM-2, nitrocefin hydrolysis, epi-absorbance fluorescence; inhibition, % at 5.6 µM; actives 0.89% (n = 290,000);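 active = inhibition above the mean of all tested compounds plus 3 SD, cutoff set per screening run, cut at about 7.5% in these data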;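 note: red hydrolysis product quenches plate fluorescence so inhibitors raise well fluorescence; 0% = enzyme with DMSO and 100% = DMSO without enzyme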
p-CIP stab down: p/CIP-EGFP fusion destabilizers, primary screen, fluorescence, F442A cells; actives 0.01% (n = 290,000); decrease of EGFP signal, % at 10 µM; 16 h;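 active = EGFP signal decrease of at least 30% at 10 µM or well 3 SD below plate mean, unless failing retest; inactive = the rest, including hits failing retest or dose response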; note: some compounds called inactive have numbers as strong as hits; many of its hits are not listed in these tables
PHOSPHO1 inh: PubChem AID 1565. recombinant PHOSPHO1, absorbance phosphatase assay. actives 1.1% (n = 290,000). Phosphoethanolamine/phosphocholine phosphatase (Homo sapiens), Q8TCT1. inhibition, % at 13.3 µM; in the data active = inhibition above about 60%
HCV NS3 hel inh: inhibitors of HCV NS3 helicase, primary screen, biochemical, Cy5 molecular beacon fluorescence | Hepatitis C virus NS3 helicase | NS3 helicase DNA unwinding | inhibition, % at 10.9 µM | actives 0.56% (n = 290,000);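 active = inhibition above the mean of all tested compounds plus 3 SD, set per campaign, cut at about 35% in these data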;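 note: 0% = DMSO wells and 100% = thioflavine S control wells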
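Measured by: Cy5 fluorescence, 0 and 60 min reads / Assay system: NS3 helicase fragment of HCV / Control set: low DMSO, high thioflavine S at 110 µM / Times: 1 h reaction at 25 °C, ATP-initiated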
FID counter: compounds displacing fluorescent DNA intercalator, primary screen, artefact control for HCV NS3 helicase inhibitor project, biochemical, FID fluorescence; actives 0.17% (n = 290,000); AID 1845, 2009; DNA fluorescent intercalator displacement; inhibition, % at 7.9 µM; in the data active = inhibition above about 37%;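 note: 0% = vehicle and 100% = reference compound; higher means more ethidium bromide displaced from hairpin DNA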
IMP-1 inh: IMP-1 metallo-beta-lactamase inhibitors, primary screen, biochemical, epi-absorbance readout, Pseudomonas aeruginosa enzyme; metallo-beta-lactamase IMP-1 (Pseudomonas aeruginosa); purified IMP-1, nitrocefin hydrolysis, epi-absorbance fluorescence; inhibition, % at 5.6 µM; actives 0.45% (n = 290,000); AID 1556, 2009;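 active = inhibition above the mean plus 3 SD of all compounds in the same screening run, cut at about 4.5% in these data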;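 note: 0% = IMP-1 with DMSO and 100% = DMSO wells lacking enzyme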
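System: Purified recombinant IMP-1 metallo-beta-lactamase enzyme | Measured by: Fluorescence quenching readout, ex 480/em 530 nm | Replication: Singlicate | Incubation: 15 min preincubation plus 25 min reaction at 25 °C | Evaluation: Percent inhibition from optical density relative to buffer-blank wells | Benchmarks: DMSO with and without IMP-1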
UBC9 SUMO inh: inhibitors of in vitro SUMOylation cascade, primary screen, biochemical, HTRF, uHTS; SUMO-conjugating enzyme UBC9 (Homo sapiens), P63279; HTRF SUMOylation assay, SAE1/SAE2 + UBC9; inhibition, % at 35 µM; actives 0.36% (n = 290,000); AID 2006, 2009; in the data active = inhibition above about 50%, passing the limit was not always enough; note: strong numbers were not always called active
IDE act: human IDE activators in live cells, primary screen, fluorescence polarization, HEK cells, FAbeta-B substrate. actives 0.073% (n = 340,000). AID 493087, 2011. Insulin-degrading enzyme (Homo sapiens), P14735. FAbeta-B cleavage; 0% vehicle, 100% cell-free pure enzyme wells. activation, % at 5.96 µM;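 active = activation above the mean of all tested compounds plus 3 SD, set per screening campaign, cut at about 17% in these data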
Target sequence (P14735 whole entry, looked up): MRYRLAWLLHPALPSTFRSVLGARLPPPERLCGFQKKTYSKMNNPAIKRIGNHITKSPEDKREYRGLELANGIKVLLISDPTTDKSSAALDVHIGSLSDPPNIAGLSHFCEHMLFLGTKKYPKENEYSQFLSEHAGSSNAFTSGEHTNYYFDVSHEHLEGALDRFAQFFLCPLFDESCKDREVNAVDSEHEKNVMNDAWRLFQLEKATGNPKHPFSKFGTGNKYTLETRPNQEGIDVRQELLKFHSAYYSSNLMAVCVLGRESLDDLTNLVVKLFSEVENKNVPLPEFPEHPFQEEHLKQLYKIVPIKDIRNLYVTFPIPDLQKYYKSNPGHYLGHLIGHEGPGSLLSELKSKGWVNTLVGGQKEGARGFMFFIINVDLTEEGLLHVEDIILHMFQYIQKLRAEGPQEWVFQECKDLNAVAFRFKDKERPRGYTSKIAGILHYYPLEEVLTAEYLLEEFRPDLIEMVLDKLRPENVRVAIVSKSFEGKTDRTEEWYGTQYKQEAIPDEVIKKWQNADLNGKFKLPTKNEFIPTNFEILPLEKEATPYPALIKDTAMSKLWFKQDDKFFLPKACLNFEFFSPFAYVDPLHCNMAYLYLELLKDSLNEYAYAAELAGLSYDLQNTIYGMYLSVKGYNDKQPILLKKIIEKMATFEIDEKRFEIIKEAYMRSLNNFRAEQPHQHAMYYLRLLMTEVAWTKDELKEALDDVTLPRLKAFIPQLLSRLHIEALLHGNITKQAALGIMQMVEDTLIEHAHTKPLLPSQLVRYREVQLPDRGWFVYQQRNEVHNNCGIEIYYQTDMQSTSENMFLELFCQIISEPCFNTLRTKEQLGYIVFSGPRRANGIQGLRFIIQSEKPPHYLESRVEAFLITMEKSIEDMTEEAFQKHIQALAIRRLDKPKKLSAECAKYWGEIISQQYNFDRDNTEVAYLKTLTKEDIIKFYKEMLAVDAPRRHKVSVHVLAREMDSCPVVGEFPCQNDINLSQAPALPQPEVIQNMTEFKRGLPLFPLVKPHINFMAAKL
* marks the source's active call; other numbers are inactive results; · = no result given.

SMILES | MEKK3 PB1 HTS | VIM-2 inh | p-CIP stab down | PHOSPHO1 inh | HCV NS3 hel inh | FID counter | IMP-1 inh | UBC9 SUMO inh | IDE act
CCOC(=O)Cc1csc(NC(=O)CC(C)(C)CC(=O)O)n1 | 128* | -2.2 | -6 | 28 | 6 | -6 | -1.8 | 9 | 2
C=CCOc1nc2c(c(=O)n(Cc3ccc(Cl)c(Cl)c3)c(=O)n2C)n1C | 98 | -2.6 | · | · | -4 | -1 | -2.9 | · | 0
Cc1ccc(/C=C/C(=O)Nc2cccc(S(=O)(=O)N3CCOCC3)c2)o1 | 99 | -2.8 | -16 | 2 | 48* | -20 | -2.6 | 30 | 4
O=C(Nc1cccc(-c2nc3cccnc3s2)c1)c1ccco1 | 110 | -2.3 | 1 | -10 | -1 | -14 | 0.8 | -10 | 1
CCC(C)NC(=O)Cn1nc([N+](=O)[O-])c(Cl)c1C (stereo not given) | 103 | -2.9 | -1 | 7 | 2 | -1 | -1.0 | -7 | 7
CCCCc1ccc(/C=C2\C(=O)c3ccccc3C(O)=C2C(=O)OCC)cc1 | 99 | -0.2 | 1 | 0 | 23 | -35 | -3.5 | 2 | ·
CC(C)NCc1c(O)c(Br)cc2oc3c(c12)CCCC3 | 101 | -2.8 | 1 | -24 | 10 | -3 | -1.7 | -4 | 0
O=c1cc(-c2ccccc2)nc(Cc2c(Cl)cccc2Cl)[nH]1 | 99 | -2.0 | -2 | 33 | -3 | -9 | -3.2 | -2 | -2
COc1cccc(NC(=O)CSc2nnc3c(n2)[nH]c2ccc(C)cc23)c1 | 102 | -0.1 | 10 | 46 | 15 | -12 | 2.6 | 3 | 1
Cc1cccc(NC(=O)CSc2nnc(NC(=O)CN3CCOCC3)s2)c1 | 108 | -3.0 | -13 | -4 | -4 | -5 | -4.2 | 0 | 7
Cc1cc(NCCCn2ccnc2)n2ncc(-c3ccc(Cl)cc3)c2n1 | 94 | 35* | 1 | 8 | -82 | 17 | -1.5 | 11 | -11
COC(=O)Nc1nnc(-c2ccncc2)s1 | 102 | 0.6 | -10 | 62* | -6 | 3 | -4.1 | 19 | 2
O=C(Nc1ccc(Cl)c(S(=O)(=O)N2CCOCC2)c1)c1ccccc1-c1ccc(C(F)(F)F)cc1 | 95 | -0.1 | 8 | -8 | -3 | -2 | -2.8 | -17 | 4
C(#CC1CCCCC1)c1ccc2c(c1)COc1c3ccccc3nn1-2 | 114 | · | -3 | 39 | · | · | · | 0 | 2
CC(=O)Nc1cc(C)c(S(C)(=O)=O)c(C)c1 | 103 | -4.3 | -12 | 19 | 10 | 0 | -3.6 | 12 | 4
NS(=O)(=O)c1ccc(N/C=C\C(=O)c2ccc3ccccc3c2)cc1 | 99 | -0.3 | 6 | 1 | 12 | 0 | -1.4 | 8 | 4
Cc1nc(-n2ncc(C#N)c2N)c2c3c(sc2n1)CCC3 | 99 | -1.8 | -2 | 17 | 5 | -2 | -1.3 | 8 | 0
O=c1ccn([C@@H]2O[C@H](CO)[C@@H](O)[C@H]2O)c(=O)[nH]1 | 94 | -0.4 | 4 | 8 | -7 | -4 | -1.2 | 3 | 4
O=C(N/N=C\c1ccc(Cl)cc1Cl)c1sccc1-n1cccc1 | 109 | -1.1 | 1 | -4 | -4 | 2 | -0.8 | -19 | -1
Nc1ncnc2c1ncn2[C@H]1C[C@H](O)[C@@H](CO)O1 | 103 | 0.4 | 41 | -14 | 2 | 1 | -4.1 | 18 | 4
COc1ccc(OC)c(CNc2ccc(F)c(Cl)c2)c1 | 102 | -5.7 | 0 | 12 | 9 | 4 | -5.1 | 8 | 1
CN(C)c1cccc(/C=C(\C#N)c2ccccc2)c1 | 105 | -2.2 | 8 | 47 | -7 | -5 | -2.9 | 0 | -3
CCCn1nnnc1SCC(=O)Nc1cccc(NC(=O)c2ccco2)c1 | 102 | -0.1 | -1 | 18 | -1 | -5 | -0.7 | 8 | 5
Cc1c(Nc2c3c(c(C#N)c4nc5ccccc5n24)CCC3)c(=O)n(-c2ccccc2)n1C | 101 | -1.3 | -6 | 14 | 2 | -15 | -3.4 | -5 | ·
Cc1cccc(N2C(=O)c3cccc4c(N)ccc(c34)C2=O)c1 | 105 | 21* | -275 | 17 | 4 | -8 | 25* | 30 | -43

3 of these compounds, reformatted.
canonical_smiles	MEKK3 PB1 HTS	VIM-2 inh	p-CIP stab down	PHOSPHO1 inh	HCV NS3 hel inh	FID counter	IMP-1 inh	UBC9 SUMO inh	IDE act
Nc1ncnc2c1ncn2[C@H]1C[C@H](O)[C@@H](CO)O1	103	0.4	41	-14	2	1	-4.1	18	4
Cc1cc(NCCCn2ccnc2)n2ncc(-c3ccc(Cl)cc3)c2n1	94	35*	1	8	-82	17	-1.5	11	-11
CCC(C)NC(=O)Cn1nc([N+](=O)[O-])c(Cl)c1C (stereo not given)	103	-2.9	-1	7	2	-1	-1.0	-7	7

Remaining list, next part.
SMILES | MEKK3 PB1 HTS | VIM-2 inh | p-CIP stab down | PHOSPHO1 inh | HCV NS3 hel inh | FID counter | IMP-1 inh | UBC9 SUMO inh | IDE act
CCCCN(CCCC)c1cn[nH]c(=O)c1Cl | 104 | -1.3 | -8 | -1 | -3 | -13 | -2.9 | 5 | 4
CCCCCC1CC(CC(C)C(=O)Nc2nncs2)C(=O)O1 (stereo not given) | · | -1.4 | -1 | 15 | 2 | -18 | -2.0 | -31 | -2
CCn1ccnc1CN(C)Cc1c(C(=O)N2CCCCCCC2)nc2ccc(Cl)cn12 | 103 | -1.3 | -16 | 14 | 2 | -14 | -2.9 | -1 | 0
Cc1ccc(NC(=O)/C(=C\c2ccc([N+](=O)[O-])cc2)NC(=O)c2ccccc2)cc1 | 103 | -1.3 | -10 | 11 | -7 | 5 | 0.0 | 21 | 2
CCOn1c(=O)c(-c2ccc(Br)cc2)[n+]([O-])c2ccccc21 | 104 | -0.7 | -10 | 42 | 8 | -5 | -1.1 | 9 | 2
COc1cccc(-c2ccc(NC(=O)C3CCCN(Cc4ccc(CO)o4)C3)cc2)c1 (stereo not given) | 103 | -1.3 | 1 | -10 | -6 | 12 | -2.0 | 9 | 1
Cc1nnc(NC(=O)CSc2n[nH]c(-c3ccccc3C)n2)s1 | 103 | -1.5 | -9 | 15 | 12 | -4 | 1.6 | -4 | 5
Cc1cc(C)c(NC(=O)CSc2nnc(CNC(=O)c3ccco3)o2)c(C)c1 | 95 | 2.8 | -57 | 2 | 5 | -2 | 0.3 | 0 | 3
COc1ccccc1Oc1coc2c(CN3CCOCC3)c(O)ccc2c1=O | 104 | -3.2 | -8 | 22 | -4 | -6 | -3.1 | 32 | 5
CCOC(=O)c1c(C)[nH]c(C(=O)O)c1C | 103 | -0.6 | -10 | -7 | -3 | 0 | -1.4 | 13 | -2
O=C(CC1CC2CCC1C2)NCc1cccs1 (stereo not given) | 112 | 1.2 | 9 | 15 | 2 | -4 | 1.9 | -2 | -4
O=C(CSc1nnc(-c2ccco2)c(-c2ccco2)n1)Nc1ccccc1 | 102 | -2.1 | -5 | 64* | 24 | -9 | 1.1 | 14 | 3
CC(=O)NC(C)C(c1cccs1)N1CCN(c2ccccc2)CC1 (stereo not given) | 88 | -2.5 | -8 | 8 | -4 | -1 | 0.1 | 0 | 5
CCOc1ccc(-c2c(C(=O)N/N=C/c3ccc(O)cc3)nnn2-c2nonc2N)cc1 | 107 | -0.5 | -9 | 32 | -29 | -14 | -0.6 | 22 | 7
CCC(C)NC(=O)c1csc2c1CCCCC2 (stereo not given) | 98 | -1.2 | -7 | -6 | 1 | -6 | -3.3 | 6 | 6
O=C(c1c(Cl)nc2sccn12)N1CCN(c2cccc(Cl)c2)CC1 | 113 | -3.3 | -4 | 9 | -3 | -6 | -3.8 | 17 | 0
O=C(Nc1ccc(S(=O)(=O)N2CCN(c3ccccc3)CC2)cc1)c1cccs1 | 114 | -2.7 | 3 | 3 | 7 | 2 | -2.1 | 2 | -3
CCOC(=O)c1cc(NC(=O)Nc2nc3ccccc3s2)c(C)nc1C | 121 | -3.1 | 8 | 6 | 4 | 1 | -0.9 | -17 | 0
Cc1ccc(Cn2nnc3c(=O)[nH]c(C4CCN(S(=O)(=O)c5ccc(F)cc5)CC4)nc32)cc1 | · | -3.1 | -13 | -16 | -10 | -28 | 18* | 12 | 5
CC(C)C[C@H](NC(=O)c1[nH]cnc1C(=O)N[C@@H](Cc1ccccc1)C(=O)OCc1ccccc1)C(=O)OCc1ccccc1 | 101 | -0.6 | 0 | 15 | -8 | -30 | -3.1 | -22 | 3
O=C(CCC(=O)Nc1nnc(C2CCCCC2)s1)Nc1ccccc1 | 97 | -3.6 | 4 | 7 | -2 | -15 | -3.9 | 15 | -1
COC(=O)[C@@H]1C[C@@H]2CC[C@@H](O)C[C@@H]2N1Cc1ccc(Cl)cc1 | 118 | · | 5 | 44 | · | · | · | 8 | -3
O=C(NCCCCNC(=O)c1ccccc1F)c1ccccc1F | 103 | -1.1 | -6 | 19 | -5 | -1 | -0.8 | 4 | 5
CCOC(=O)CNC(=O)N1CCc2ccc(NC(=O)c3ccccc3Cl)cc2C1 | 97 | -1.0 | 13 | · | 20 | -16 | -0.9 | -15 | -2
CCN(CC(=O)Nc1c(F)cccc1F)C(=O)c1ccccc1F | 99 | 0.9 | 6 | 31 | -1 | -1 | -0.2 | 12 | 3

Entries listed so far shown as hits in MEKK3 PB1 HTS.
SMILES | MEKK3 PB1 HTS | VIM-2 inh | p-CIP stab down | PHOSPHO1 inh | HCV NS3 hel inh | IMP-1 inh | UBC9 SUMO inh | IDE act
CCOC(=O)Cc1csc(NC(=O)CC(C)(C)CC(=O)O)n1 | 128* | -2.2 | -6 | 28 | 6 | -1.8 | 9 | 2

Next section.
SMILES | MEKK3 PB1 HTS | VIM-2 inh | p-CIP stab down | PHOSPHO1 inh | HCV NS3 hel inh | FID counter | IMP-1 inh | UBC9 SUMO inh | IDE act
CCN(CC)CCN1C(=O)C(=O)/C(=C(/O)c2c(C)[nH]c(C(=O)OC)c2C)C1c1ccccc1OC (stereo not given) | 89 | 0.9 | -8 | -3 | 1 | -3 | -1.3 | 2 | 4
Cc1ccccc1C(=O)NCCSc1ccccc1 | 107 | -3.3 | -4 | -1 | -3 | -2 | -0.5 | 10 | 0
O=C(CN1CCN(Cc2ccccc2Cl)CC1)N/N=C/c1ccco1 | 86 | -3.7 | -1 | 16 | -8 | -9 | -1.6 | 13 | 1
CSc1nnc2c3c4c(sc3c(=O)n(-c3ccccc3)n12)CC(C)(C)OC4 | 99 | -3.6 | -10 | -4 | -2 | -15 | -3.0 | 2 | 1
COC(=O)c1cc(-c2ccccc2)c2c(=O)n(C)c(=O)n(C)c2n1 | 106 | -0.7 | 5 | 24 | -16 | -3 | -0.5 | 17 | ·
O=C1CC2C(CC(OC(=O)c3ccc(-c4ccccc4)cc3)C2CO)O1 (stereo not given) | 104 | -0.9 | 6 | -1 | -11 | -15 | -2.8 | -1 | -2

This is a subset. The share of hits here may be higher or lower than overall.
